# High-throughput results (PubChem)
# hIAP inh = human IAP inhibitors, primary screen, biochemical, luminescence, uHTS; Intestinal-type alkaline phosphatase (Homo sapiens), P09923; purified IAP, CDP-Star luminescence, 30 min; inhibition, % at 10 µM; 330,000 tested, 0.12% active; AID 2544, 2010;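 active = inhibition reaching a set limit with compound at 10 µM in the primary screen, cut at about 35% in these data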;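 note: plate controls were DMSO wells with enzyme for no effect and no-enzyme buffer wells for full effect; values of inactives mirror those of a sister screen read the other way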
# Target sequence (P09923 whole entry, looked up): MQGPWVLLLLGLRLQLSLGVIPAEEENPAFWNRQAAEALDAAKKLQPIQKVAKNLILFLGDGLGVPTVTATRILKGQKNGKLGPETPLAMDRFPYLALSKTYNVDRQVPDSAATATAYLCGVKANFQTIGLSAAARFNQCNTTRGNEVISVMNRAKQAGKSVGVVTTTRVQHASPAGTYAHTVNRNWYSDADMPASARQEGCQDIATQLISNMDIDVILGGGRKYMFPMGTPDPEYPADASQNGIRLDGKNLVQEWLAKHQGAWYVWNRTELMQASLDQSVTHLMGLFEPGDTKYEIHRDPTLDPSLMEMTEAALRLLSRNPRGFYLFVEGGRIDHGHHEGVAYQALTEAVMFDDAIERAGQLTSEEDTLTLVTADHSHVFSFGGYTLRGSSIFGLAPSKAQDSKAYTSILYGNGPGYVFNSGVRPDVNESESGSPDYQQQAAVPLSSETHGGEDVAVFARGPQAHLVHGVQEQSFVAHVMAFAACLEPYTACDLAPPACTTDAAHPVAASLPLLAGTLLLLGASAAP
# A3G deaminase = APOBEC3G DNA deaminase inhibitors, primary screen, biochemical, fluorescence, single-stranded DNA substrate, uHTS. DNA dC->dU-editing enzyme APOBEC-3G (Homo sapiens), Q9HC16. recombinant A3G, ssDNA deamination FAM/TAMRA fluorescence. inhibition, % at 20 µM. 330,000 tested, 0.28% active. AID 493012, 2011;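 active = inhibition of at least 40% at 20 µM, with no more than 30% in the related APOBEC3A deaminase screen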;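 note: plate controls were DMSO wells with A3G for no effect and wells lacking A3G enzyme for full effect; some compounds called inactive have numbers as strong as hits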
# NR3A LBD binder = binders of NR3A ligand-binding domain, primary screen, biophysical, differential scanning fluorimetry, uHTS | Glutamate receptor ionotropic, NMDA 3A (GRIN3A) ligand-binding domain | NR3A LBD differential scanning fluorimetry, Tm shift; 0% = protein alone, 100% = glycine-bound protein | Tm shift relative to glycine control, % at 25 µM | 340,000 tested, 2.5% active;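 active = melting temperature shift of at least 10% of the positive control shift, at one fixed dose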
# APOBEC3A inh = APOBEC3A ssDNA deaminase inhibitors, primary screen, selectivity assay for APOBEC3G inhibitor project, biochemical, FAM/TAMRA oligo cleavage fluorescence | DNA dC->dU-editing enzyme APOBEC-3A (Homo sapiens), P31941 | recombinant A3A, FAM/TAMRA ssDNA deamination fluorescence | inhibition, % at 20 µM | 330,000 tested, 0.41% active | AID 493011, 2011;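 active = at least 40% inhibition at 20 µM here, with at most 30% in a related deaminase screen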;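 note: plate controls were A3A with DMSO for no effect and wells lacking A3A enzyme for full effect; some results filed as inactive read as strong as hits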
# Target sequence (P31941 whole entry, looked up): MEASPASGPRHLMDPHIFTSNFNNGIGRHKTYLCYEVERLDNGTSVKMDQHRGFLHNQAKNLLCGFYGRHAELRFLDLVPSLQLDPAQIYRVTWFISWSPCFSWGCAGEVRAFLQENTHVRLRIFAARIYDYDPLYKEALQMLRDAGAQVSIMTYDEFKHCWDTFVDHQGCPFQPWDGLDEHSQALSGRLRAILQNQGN
# hIAP act = human IAP activators, primary screen, biochemical, luminescence, uHTS. Intestinal-type alkaline phosphatase (Homo sapiens), P09923. purified human IAP, CDP-Star luminescence, 30 min; stronger effect = higher value; 1 = vehicle-only enzyme, 0 = enzyme-free background. activation factor at 10 µM. 330,000 tested, 0.16% active. AID 2524, 2010;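 active = activation factor of the enzyme at least 2-fold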; note: the source names both 10 and 20 µM as test concentration; values of inactives mirror those of a sister screen read the other way
# mIAP block = inhibitors of mouse IAP, primary screen, biochemical, luminescence, uHTS | 330,000 tested, 0.2% active | intestinal alkaline phosphatase [Mus musculus] | inhibition, % at 10 µM | AID 2806, 2010 | purified mouse IAP, CDP-Star luminescence, 30 min;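 active = inhibition of at least 40% at 10 µM in the primary screen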;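 note: plate controls were DMSO with enzyme for no effect and no enzyme wells for full effect; values of inactives mirror those of a sister screen read the other way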
# MPTP inh = mitochondrial permeability transition pore inhibitors, primary screen, biochemical, isolated mouse mitochondria, absorbance; Ca2+ swelling absorbance, 30 min; inhibition, % at 10 µM; 360,000 tested, 1.4% active;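 active = inhibition of 50% or more, scaled per plate between neutral and stimulator controls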;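 note: 0% = DMSO wells given calcium and 100% = 1 mM EGTA wells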
# MIN6 prolif = inducers of MIN6 beta-cell proliferation, primary screen, ATP luminescence, uHTS; MIN6 cells proliferation, ATPlite luminescence, 48 h; cells starved in 0.2% serum; 100% = growth in 10% serum; proliferation, % at 10 µM; 330,000 tested, 0.29% active; AID 2380, 2010;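 active = compounds whose signal lies at least 3.5 SD above the mean of all wells on their plate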;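 note: 0% = DMSO-treated cells in low-serum medium and 100% = 10% serum control; some compounds called inactive have numbers as strong as hits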
# mIAP activ = activators of mouse IAP, primary screen, biochemical, luminescence, uHTS; muIAP, CDP-Star luminescence, 30 min; stronger effect = higher value; 1 = vehicle-only enzyme signal, 0 = enzyme-free wells; intestinal alkaline phosphatase [Mus musculus]; 330,000 tested, 0.24% active; activation factor at 10 µM;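 active = activation factor of at least 2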; note: the source names both 10 and 20 µM as test concentration; values of inactives mirror those of a sister screen read the other way
#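 System: mouse IAP enzyme. Reagent: CDP-Star chemiluminescent phosphatase substrate. Benchmarks: DMSO wells, no-enzyme wells. Times: 30 min enzyme-substrate-compound incubation at room temperature. Detection: luminescence from enzymatic CDP-Star hydrolysis. Doses: test compounds delivered from DMSO solution.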
# Active calls of the source: *; x = no result given.
1. CC[n+]1c(C)cc(C)n1-c1ccccc1
2. O=C(NCc1ccc2c(c1)OCO2)c1ccc2c(c1)OCCO2
3. O=C(Nc1ccc2c(c1)OCCO2)c1cccc(Cl)c1Cl
4. CN(C)c1ccc(S(=O)(=O)N2CCC(Cc3ccccc3)CC2)cn1
5. CCCC(C(=O)n1nc(C)cc1C)C(NS(=O)(=O)c1ccc(C)cc1)c1ccccc1 (stereo unspecified)
6. O=C(CSc1nc2ncc(Cl)cc2[nH]1)c1c[nH]c2ccccc12
7. Cc1n[nH]c(=O)c2c(NC(=O)CSc3c(Cl)cccc3Cl)oc(C)c12
8. O=C1CC(SC(=Nc2ccccc2)Nc2ccccc2)C(=O)N1c1cccc(Cl)c1 (stereo unspecified)
9. Cn1nc(C(=O)Nc2cccc(C(=O)NC3CC3)c2)c2ccccc2c1=O
10. CC(Sc1nnc(CC(C)c2ccccc2)n1N)C(N)=O (stereo unspecified)
Screen / compound no.	1	2	3	4	5	6	7	8	9	10
hIAP inh	-1	5	8	11	6	-32	6	11	-2	-12
A3G deaminase	14	-3	-4	-5	-5	-1	-11	0	-2	7
NR3A LBD binder	4	-1	2	1	0	6	2	10*	3	3
APOBEC3A inh	93*	0	0	-2	-2	1	-5	0	1	12
hIAP act	1	0.95	0.92	0.89	0.94	1.3	0.94	0.89	1	1.1
mIAP block	-2	-12	-3	-3	0	13	6	-16	-9	-12
MPTP inh	-1.4	1.4	0.3	-1.2	5.0	34	-1.7	-1.9	-0.2	0.4
MIN6 prolif	0	-1	-2	-4	-4	-3	-2	-4	-2	-5
mIAP activ	1	1.1	1	1	0.99	0.87	0.94	1.2	1.1	1.1

# Some of these compounds in order of the APOBEC3A inh value, smallest number first.
no.	smiles	APOBEC3A inh
7	Cc1n[nH]c(=O)c2c(NC(=O)CSc3c(Cl)cccc3Cl)oc(C)c12	-5
3	O=C(Nc1ccc2c(c1)OCCO2)c1cccc(Cl)c1Cl	0
9	Cn1nc(C(=O)Nc2cccc(C(=O)NC3CC3)c2)c2ccccc2c1=O	1

# The listing continues:
11. CCCc1c(C(=O)Nc2cc(C(C)(C)C)on2)cnn1-c1ccccc1
12. Cc1cc(C)c(S(N)(=O)=O)c(C)c1-n1cnnn1
13. CCOc1ccc(OCc2ccc(C(=O)N3CCOCC3)cc2)cc1
14. O=S(=O)(c1ccccc1)c1cnc(-c2cccnc2)nc1-c1ccccc1
15. CCOc1ccc(C(=O)N(Cc2ccc(N(C)C)cc2)C2CCS(=O)(=O)C2)cc1 (stereo unspecified)
16. Cc1snc(S(=O)(=O)/C(C#N)=N/Nc2ccc(C(F)(F)F)cc2)c1C#N
17. CC(=O)c1ccc(NC(=O)COC(=O)c2nc(Cl)ccc2Cl)cc1
18. CCc1cc(=O)oc2c(C)c(OCC(=O)N3CCC(C(=O)O)CC3)ccc12
19. CCCCC1=CC2=CC(=O)C(C)(OC(=O)CC)C(=O)C2=CN1CCc1ccccn1 (stereo unspecified)
20. COc1ccc(C(C(=O)NC2CCCC2)N(C(=O)c2ccoc2C)c2ccccc2)cc1 (stereo unspecified)
Screen / compound no.	11	12	13	14	15	16	17	18	19	20
hIAP inh	8	3	-9	28	1	0	13	-3	15	12
A3G deaminase	-7	1	-5	-9	-2	-2	1	-8	-8	0
NR3A LBD binder	1	0	1	0	-1	24*	-1	-2	-2	-1
APOBEC3A inh	0	7	1	-5	-1	1	3	-7	-4	-6
hIAP act	0.92	0.97	1.1	0.72	0.99	1	0.87	1	0.85	0.88
mIAP block	-7	16	-8	11	-2	14	-3	-10	11	0
MPTP inh	7.0	-2.7	16	1.4	-6.4	90*	-1.2	-0.6	0.9	1.5
MIN6 prolif	2	-1	-2	1	1	-5	1	-1	1	1
mIAP activ	1.1	0.84	1.1	0.89	1	0.86	1	1.1	0.89	1

21. CC(C)OC(=O)c1cc(C(=O)c2cc(F)ccc2O)coc1=N
22. Oc1ccc(/C=C/c2cnccn2)cc1
23. O=C1/C(=C/c2ccc(N3CCOCC3)o2)SC(=Nc2ccccc2)N1CCc1c[nH]c2ccccc12
24. Nc1ccc(NC(=O)NC2CCCCC2)cc1[N+](=O)[O-]
25. O=C(O)CNS(=O)(=O)c1ccc2c(c1)Cc1cc(S(=O)(=O)NCC(=O)O)ccc1-2
26. O=C(CCNC(=O)c1ccc(Br)cc1)Nc1ncccc1O
27. CC(C)Cn1c(N)c(C(=O)COC(=O)C2CCCCC2)c(=O)n(C)c1=O
28. O=C(Nc1nnc(Cc2ccc(Cl)cc2)s1)c1ccncc1
29. CC1=C(C(=O)OCc2ccccc2)C(c2ccccc2)NC(=O)N1CCCC(=O)O (stereo unspecified)
30. O=C(Nc1ccc(Br)cc1)c1ccc2c(c1)OCO2
Screen / compound no.	21	22	23	24	25	26	27	28	29	30
hIAP inh	-3	-8	43*	8	5	7	3	-6	7	-4
A3G deaminase	7	-2	-43	-6	-4	-7	-3	-9	-5	-3
NR3A LBD binder	-7	-20	6	2	-3	-2	0	0	-3	1
APOBEC3A inh	1	0	-16	3	-1	6	0	-3	0	-1
hIAP act	1	1.1	0.57	0.92	0.95	0.93	0.97	1.1	0.93	1
mIAP block	-3	-3	12	5	-7	2	-4	4	-6	-1
MPTP inh	14	0.8	-0.8	2.1	0.2	0.5	0.9	3.6	-0.2	4.9
MIN6 prolif	-4	1	-4	1	-2	-2	1	-1	1	-3
mIAP activ	1	1	0.88	0.95	1.1	0.98	1	0.96	1.1	1

31. O=C(O)c1ccccc1Nc1ccc([N+](=O)[O-])cc1C(=O)O
32. O=C(Nc1nc(-c2cccs2)cs1)c1ccc(Cl)s1
33. O=C(NCc1nc(-c2ccccc2)no1)Nc1ccc(F)cc1
34. O=C(CSc1ccc(-c2ccco2)nn1)c1ccccc1
35. COc1ccccc1/C=C/C(=O)OCC(=O)c1cc(C)n(C)c1C
36. O=C1C(=O)N(Cc2cccnc2)C(c2cccc([N+](=O)[O-])c2)/C1=C(/O)c1ccc2c(c1)OCO2 (stereo unspecified)
37. O=C(Nc1ccc(Br)cc1F)c1cccnc1
38. CN(Cc1nc(-c2cccnc2)no1)S(=O)(=O)c1ccc2ccccc2c1
39. COc1cccc(C(C(=O)NCc2ccco2)N(Cc2ccco2)C(=O)Cn2nnc3ccccc32)c1 (stereo unspecified)
40. CCOc1ccc(NC(=O)CN2C(=O)NC(CCSC)C2=O)cc1 (stereo unspecified)
Screen / compound no.	31	32	33	34	35	36	37	38	39	40
hIAP inh	4	4	-3	5	-10	9	-1	3	-14	-2
A3G deaminase	-10	-3	-10	-4	1	17	-3	0	-6	-10
NR3A LBD binder	2	28*	-29	-2	0	2	3	0	9	1
APOBEC3A inh	0	-2	-3	19	1	4	1	4	-1	0
hIAP act	0.96	0.96	1	0.95	1.1	0.91	1	0.97	1.1	1
mIAP block	7	10	-21	-3	8	1	6	-2	-3	2
MPTP inh	0.2	4.5	19	3.2	-1.6	-0.1	0.3	-1.8	-4.3	4.8
MIN6 prolif	-4	-8	-1	0	5	5	-1	-1	3	-1
mIAP activ	0.93	0.9	1.2	1	0.92	0.99	0.94	1	1	0.98

41. COc1cc(C(C)=O)ccc1OCC(=O)Nc1cc(C)on1
42. COc1ccccc1C(=O)Nc1ccc2nc(SCC(=O)N(C)C)sc2c1
43. C[C@@]12C(=O)OC(=O)[C@]1(C)C1CCC2O1
44. CC1=C(c2ccccc2)[N+](=O)C2(CCCC2)N1[O-]
45. O=C(NCc1ccc(F)cc1)c1cc2ccccn2n1
46. CCCCCOc1ccc(C(=O)OCC(=O)Nc2cc(C)c(C)cc2[N+](=O)[O-])cc1
47. CCc1noc(C)c1C(=O)Nc1nc2ccc(OC)cc2s1
48. COc1cc2c(cc1OC)CN(c1nc(-c3cccnc3)nc3ccccc13)CC2
49. CC(C)CC(=O)Nc1c2c(nn1-c1ccc(F)cc1)CSC2
50. COc1ccc(NC(=O)CSc2nnc(N)s2)c([N+](=O)[O-])c1
Screen / compound no.	41	42	43	44	45	46	47	48	49	50
hIAP inh	5	24	3	-10	13	-2	24	8	-2	-15
A3G deaminase	-6	4	-1	-3	-2	-1	-1	-9	-11	1
NR3A LBD binder	-4	2	1	0	-3	-3	x	-12	-1	0
APOBEC3A inh	0	1	-2	-3	-1	1	2	-3	-4	5
hIAP act	0.95	0.76	0.97	1.1	0.87	1	0.76	0.92	1	1.2
mIAP block	3	0	-21	5	2	5	0	10	-9	7
MPTP inh	0.7	-0.6	-0.9	-0.1	0.4	1.5	-1.1	-2.0	-1.5	-0.1
MIN6 prolif	2	-1	-8	0	2	-2	-1	1	-3	2
mIAP activ	0.97	1	1.2	0.95	0.98	0.95	0.99	0.91	1.1	0.93

51. O=C(c1noc2c1CCCC2)N1CCCC(N2CCN(c3ccccc3F)CC2)C1 (stereo unspecified)
52. O=S(=O)(NC1CCCC1)c1cc(F)ccc1F
53. Cc1ccc(C(=O)COc2cc(C)nc3nncn23)cc1
54. CCOc1ccc(S(=O)(=O)NCC(=O)NC2CCCCC2)cc1
55. CCOc1ncccc1C(=O)Nc1cccc(S(=O)(=O)N2CCCCC2)c1
56. O=C(CC1NCCNC1=O)NC1Cc2ccccc2C1 (stereo unspecified)
57. O=C(O)CCN1C(=O)c2ccccc2C1=O
58. CC1CC(C)CN(C(=O)c2ccc(S(=O)(=O)N3CC(C)CC(C)C3)cc2)C1 (stereo unspecified)
59. Cc1ccc(SCC(=O)N=C2NC(=O)CS2)cc1
Screen / compound no.	51	52	53	54	55	56	57	58	59
hIAP inh	-28	2	-10	-23	14	11	-11	9	-19
A3G deaminase	1	-3	-3	-6	2	-2	-1	1	-8
NR3A LBD binder	-1	3	0	1	0	3	-1	-5	0
APOBEC3A inh	-3	-2	0	-4	1	25	0	2	-1
hIAP act	1.3	0.98	1.1	1.2	0.86	0.89	1.1	0.91	1.2
mIAP block	10	-6	-8	-12	-1	-1	3	6	6
MPTP inh	-1.0	-0.1	1.2	-1.3	-0.8	0.7	-1.3	2.3	-0.6
MIN6 prolif	-2	-5	-2	-4	1	-1	4	-1	4
mIAP activ	0.9	1.1	1.1	1.1	1	1	0.97	0.94	0.94

# Copied from the list.
# For A3G deaminase, COc1ccccc1/C=C/C(=O)OCC(=O)c1cc(C)n(C)c1C is entered as 1
# For MPTP inh, CC(=O)c1ccc(NC(=O)COC(=O)c2nc(Cl)ccc2Cl)cc1 is entered as -1.2
# For mIAP activ, CCCC(C(=O)n1nc(C)cc1C)C(NS(=O)(=O)c1ccc(C)cc1)c1ccccc1 (stereo unspecified) is entered as 0.99
# For NR3A LBD binder, COc1ccccc1C(=O)Nc1ccc2nc(SCC(=O)N(C)C)sc2c1 is entered as 2
